Assay outcomes: PubChem, several laboratories
EBV gp42 inh: EBV gp42 inhibition; Q1HVG2; Fluorescence polarization binding assay, mP read-out; inhibition, % (tested at 21.74 µM); 220,000 compounds, 0.42% hits; in the data active means inhibition above about 50%
Target sequence (Q1HVG2 whole entry, looked up): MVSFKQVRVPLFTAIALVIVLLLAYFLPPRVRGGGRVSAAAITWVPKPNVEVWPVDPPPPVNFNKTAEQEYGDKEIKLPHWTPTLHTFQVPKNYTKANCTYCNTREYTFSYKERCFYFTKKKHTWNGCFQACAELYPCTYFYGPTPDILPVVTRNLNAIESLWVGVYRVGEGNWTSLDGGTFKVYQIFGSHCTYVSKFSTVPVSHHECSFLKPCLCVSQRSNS
Runt-SMMHC FRET: Runt domain-CBFb-SMMHC interaction inhibition. Q01196+Q13951. Cerulean-Runt/Venus-CBFb-SMMHC FRET ratio 530/480, 1 h. inhibition, % at 20 µM. 220,000 compounds, 0.74% hits. AID 1434;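 active means mean inhibition across duplicate retests at 20 µM reaching about 50%, limit read from the data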;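 further: 0% = DMSO wells and 100% = wells with excess untagged CBFb-SMMHC; inhibitors lower the FRET ratio by blocking Runt binding to CBFb-SMMHC; some results filed as inactive read as strong as hits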
p97 inhibitor: blocks human p97 ATPase activity | inhibition, % at 8 µM | 220,000 compounds, 0.42% hits | recombinant p97 ATPase, Kinase-Glo ATP luminescence, 3 h | P55072 | AID 1481; in the data active means inhibition above about 15%;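 further: 0% = DMSO vehicle and 100% = wells lacking enzyme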
Runt-CBFb FRET: inhibitors of human RUNX1 Runt domain binding to CBFb. Q01196+Q13951. 220,000 compounds, 0.46% hits. inhibition, % at 20 µM. AID 1496. Cerulean-Runt/Venus-CBFb FRET ratio 530/480, 1 h;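 active means inhibition over about 50% at 20 µM in the single-dose screen, limit read from the data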;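 further: 0% = DMSO wells and 100% = excess unlabeled CBFb competitor control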
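Schedule: protein complex preformed 1 h, compound exposure 1 h, room temperature, dark; test system: Cerulean-labeled Runt domain protein; amount: 100 nM per protein; buffer or medium: Tris 50 mM pH 7.5, KCl, K2SO4, 0.01% BSA; read-out: loss of energy transfer signal; detection: FRET fluorescence; controls: 5 µM unlabeled CBFb as full-inhibition high control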
Furin inh: inhibitors of human furin | purified furin, fluorogenic substrate cleavage | AID 463115 | P09958 | 220,000 compounds, 0.061% hits | inhibition, % at 30 µM; in the data active means inhibition above about 25%; further: inactives centre near -15
Target sequence (P09958 108-714 limits assumed): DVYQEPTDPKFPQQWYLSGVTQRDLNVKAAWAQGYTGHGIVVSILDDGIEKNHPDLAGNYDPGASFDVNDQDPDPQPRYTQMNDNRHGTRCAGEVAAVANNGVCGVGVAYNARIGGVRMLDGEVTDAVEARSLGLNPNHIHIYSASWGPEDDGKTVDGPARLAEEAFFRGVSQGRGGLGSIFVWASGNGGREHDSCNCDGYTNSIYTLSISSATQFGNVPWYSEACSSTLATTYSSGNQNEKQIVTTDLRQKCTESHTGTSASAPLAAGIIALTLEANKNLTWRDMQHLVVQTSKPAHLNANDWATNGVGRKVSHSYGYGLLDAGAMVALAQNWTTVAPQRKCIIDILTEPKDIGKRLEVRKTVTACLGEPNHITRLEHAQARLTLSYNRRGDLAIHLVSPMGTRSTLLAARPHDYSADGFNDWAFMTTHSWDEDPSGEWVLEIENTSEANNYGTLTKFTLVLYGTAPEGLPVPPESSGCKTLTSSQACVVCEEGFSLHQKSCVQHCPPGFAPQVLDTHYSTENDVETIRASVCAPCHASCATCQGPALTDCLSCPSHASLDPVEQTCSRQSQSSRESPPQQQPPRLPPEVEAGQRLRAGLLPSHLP
NCF1 inh: inhibitors of human p47phox binding; p47phox/p22phox peptide binding, fluorescence polarization, 2 h; inhibition, % at 24.7 µM; 220,000 compounds, 0.53% hits;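 active means inhibition above about 30%, limit read from the data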;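 further: 0% = p47phox with labelled peptide and 100% = labelled peptide alone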
TbHK1 inh: blocks Trypanosoma brucei hexokinase 1 activity | recombinant TbHK1, G6PDH-coupled NADH A340 | inhibition, % at 10 µM | 220,000 compounds, 0.11% hits | AID 1430;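 active means inhibition of 50% or more in the single-dose primary screen; inactive means inhibition below 50%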
RBBP9 inh: blocks human serine hydrolase RBBP9; O75884; recombinant RBBP9, FP-Rh probe fluorescence polarization; inhibition, % at 7.94 µM; 220,000 compounds, 0.2% hits;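 active means inhibition above the campaign mean of all tested compounds plus 3 SD, cut at about 14% in these data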;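 further: plate controls were DMSO wells with RBBP9 for no effect and wells lacking RBBP9 protein for full effect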
Target sequence (O75884 whole entry, looked up): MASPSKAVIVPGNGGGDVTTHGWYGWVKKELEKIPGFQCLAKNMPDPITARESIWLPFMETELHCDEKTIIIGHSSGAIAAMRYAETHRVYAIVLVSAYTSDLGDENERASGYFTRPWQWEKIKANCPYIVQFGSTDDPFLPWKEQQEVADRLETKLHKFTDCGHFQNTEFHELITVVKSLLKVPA
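Material: RBBP9 protein. Amount: RBBP9 at 2.5 µM in dispensed solution, before mixing. Schedule: 30 min then 45 min, 25 °C. Medium: Tris buffer pH 8.0, NaCl, Pluronic. Measured by: fluorescence polarization. Measure: percent inhibition from mP, scaled between DMSO and no-protein wells. Replication: one well per compound.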
Calpain2 inh: blocks pig calpain II enzyme activity | purified calpain II, fluorogenic peptide substrate, 30 min | inhibition, % at 16 µM | 220,000 compounds, 0.37% hits | AID 1236;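 active means inhibition above about 50%, limit read from the data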
Numbers without * were called inactive; i = inactive; . = not tested or not shown; [ ] = remark or other dose.

SMILES	EBV gp42 inh	Runt-SMMHC FRET	p97 inhibitor	Runt-CBFb FRET	Furin inh	NCF1 inh	TbHK1 inh	RBBP9 inh	Calpain2 inh
Cc1cc(S(=O)(=O)N(Cc2ccccc2Cl)c2ccc3c(c2)CCC3)ccc1-n1cnnn1	10	8	4	0	-24	-3	3	-11	-4
COc1ccc(C2OCC3(CO2)SC(N)=NC3=O)cc1 (stereo not drawn)	-22	-4	0	2	-16[20 µM]	-7	2	-5	-14
CC1=C(C(=O)OCC2CCCO2)C(c2ccccc2OC(C)C)C2=C(CC(c3ccco3)CC2=O)N1 (stereo not drawn)	-10	103*	-6	43	-17[20 µM]	-17	-5	-11	i
CCCCC(=O)NC(Nc1ccc(C)cn1)(C(=O)OCC)C(F)(F)F (stereo not drawn)	-2	1	-1	-2	-25	-9	2	-8	-13
COc1ccc(/C=N/n2cncn2)cc1Cn1cc([N+](=O)[O-])cn1	-4	8	9	-1	-19	-18	-9	-2	-8
Cc1ccn2c(-c3n[nH]c(=S)n3C)c(C)nc2c1	-10	10	3	10	-19	13	1	-7	-11
O=C1c2ccccc2C(=O)N1/N=C/c1ccc(O)c(O)c1	-8	22	2	4	-13	-12	-9	-9	3
CCOc1ccc2nc(SCC(=O)Nc3ncccn3)[nH]c2c1	-12	58	12	1	-19[20 µM]	3	-1	-2	-12
Cc1ccc(S(=O)(=O)Nc2ccc(N3CCOCC3)cc2)cc1	-29	-2	-1	4	-19[20 µM]	-21	-7	-2	-5
COc1ccc(CCNC(=O)CCCOc2cc(=O)n(C)c3ccccc23)cc1OC	-10	-1	3	0	-26	0	-4	-2	-32
O=C(N/N=C/c1ccccn1)C1CC1	-8	1	2	4	-9[20 µM]	-2	-2	-6	15
Cc1ccc(NC(=O)Cc2nc(CSc3nnc(-c4ccc5c(c4)OCO5)o3)cs2)cc1	-10	-6	-2	-3	-20	-32	-7	0	-125
CCOc1ccc(C(=O)Nc2ccc3c(c2)OCCO3)cc1OC	-26	0	0	1	-19[20 µM]	-13	5	-5	1
Cc1cc(NCc2ccccc2)n2ncnc2n1	-7	0	2	-1	-6	-9	4	-5	-33
COc1ccccc1/C=C/C(=O)NCC(=O)N1CCC(N(C)C2CCCC2)CC1	-14	-4	3	.	-8	1	-15	-5	-11
Cc1nn(C)cc1CNC(=O)c1cccc(Cl)c1	-8	2	2	1	-14[20 µM]	-9	4	-3	-40
Nc1cc(C(=O)O)ccc1Nc1ccc(F)c(F)c1	-9	2	1	10	-6[20 µM]	30*	7	3	-85
COc1ccc(S(=O)(=O)N2CCCC(C(=O)NCc3ccccn3)C2)cc1Cl (stereo not drawn)	-20	-3	-5	-1	-4[20 µM]	-12	-2	-7	13
CC(Cc1c[nH]c2ccccc12)NC(N)=O (stereo not drawn)	-10	-1	0	0	-29	4	-4	-10	-11
COc1cc(C(=O)O)nc2ccccc12	-17	-3	4	-4	-22	-2	4	-1	4
COc1ccc(C(C(=O)NC(C)(C)C)N(C(=O)Cn2nnc3ccccc32)c2cccc(C(C)=O)c2)cc1O (stereo not drawn)	-8	-2	1	2	-25	-4	1	-5	-11
CCn1c(SCC(=O)Nc2nc(C)cs2)nnc1-c1cccnc1	-10	2	-2	1	-6	-7	4	-18	6
CCOC(=O)c1ccc(NC(=O)CN2CCc3ccccc3C2)cc1	0	-1	-3	-1	-12[20 µM]	-8	4	-4	28
O=C(O)c1ccccc1S(=O)(=O)c1ccccc1CO	-20	-3	0	-1	-26	-3	2	0	-11
COc1ccc(CCNC(=O)C2CCN(S(=O)(=O)c3cnc[nH]3)CC2)cc1OC	-12	2	2	2	-19	-2	-3	-4	3
CC(C)=CC(=O)Nc1ccc2c(c1)OCO2	-12	-3	-1	0	-28[20 µM]	-10	2	-3	13
CC(C)CNC(=O)NC(=O)COC(=O)c1cccc(NS(=O)(=O)c2ccc(F)c(F)c2)c1	9	0	-6	-5	-14	-5	-3	0	17
COc1ccc(-c2ccc(-c3noc(-c4ccccc4OC)n3)c(OC)n2)cc1	-82	44	5	14	-17[20 µM]	-119	-15	-15	i
CN=c1c([N+](=O)[O-])nn(-c2ccc3c(c2)OCCO3)n1O	-7	-7	-2	0	2	-8	7	-1	2
O=C(COc1ccc(Cl)cc1Cl)Nc1nnc(C2=COCCO2)o1	0	3	1	-2	-12	.	-7	1	-2
CC1CCN(C(=O)COc2ccccc2F)CC1	-17	4	-3	-2	-12	-13	-2	-9	2
Cc1cc(N2CCCCC2)n2ncc(-c3ccc(Cl)cc3)c2n1	-8	-4	8	-4	-12	-11	-6	8	-82
O=C1CC(/C=C/c2ccccn2)=Nc2ccccc2N1	-11	-6	4	-3	-17	-17	-27	-12	-39
O=C(COC(=O)CCc1c[nH]c(=O)[nH]1)Nc1ccccc1Cl	-6	-1	6	1	-13[20 µM]	-8	-3	2	-35
Cc1cc(NS(=O)(=O)c2ccc(NC(=O)COc3ccccc3C(C)C)cc2)no1	-5	-4	-10	-1	-10	-1	8	-3	-80
CCCCN(C)C(=O)Cc1c(OC)ccc2cc(Br)ccc12	-4	-2	-1	-3	-16	-13	2	-7	7
CCC(=O)Nc1cccc(NC(C)=O)c1	21	-1	9	1	-20[20 µM]	-2	7	-3	-97
S=C(NCCc1ccccc1)NC1CC2CCC(C1)N2Cc1ccccc1 (stereo not drawn)	-3	39	-4	-2	-15	-1	17	-6	14
Cc1[nH]c(=O)[nH]c(=O)c1NC(=O)c1sc2nc3c(C)cccc3cc2c1N	2	0	6	4	0	-12	-10	-5	-53
COc1cc(C(=O)OCc2ccc(C)cc2)cc(NC(=O)c2cccs2)c1OC	-15	1	1	-4	-12	-9	19	-5	-92
CCCN(C(=O)c1ccccc1N)c1c(C)n(C)n(-c2ccccc2)c1=O	-5	-2	-1	0	-9	0	10	-2	-1
C[C@H](NC(=O)c1nc[nH]c1C(=O)N[C@@H](Cc1ccccc1)C(=O)OC(C)(C)C)c1ccccc1	-3	2	0	-3	-20	.	-1	-9	20
Cc1c(OCc2ccc(C(=O)O)o2)ccc2c3c(c(=O)oc12)CCC3	-10	17	-2	13	-18	1	-13	-9	-227
CC1(C)CC(=O)C2=C(C1)OC(c1cccs1)C(C#N)=C2N (stereo not drawn)	-5	-1	2	3	-21	-2	-8	0	13
CC(C)N(C(=O)CSc1nnnn1C1CCCC1)C(C)C	7	-2	5	-2	-17	-22	1	11	20
COC(=O)c1c(C)oc(C)c1S(=O)(=O)N1CCCC1	-7	1	2	0	-20	-8	-13	-6	-20
CCOc1ccc(CN(C)C(C)C(=O)Nc2ccc([N+](=O)[O-])cc2Cl)cc1OC (stereo not drawn)	-10	-2	-9	-3	-6	1	-10	-4	24
CCSC1=N/C(=C\c2ccc(OC)cc2)C(=O)N1	-17	7	5	0	-12	-4	-14	3	27

Arranged by heavy-atom count (falling): part of the list above.
SMILES	EBV gp42 inh	Runt-SMMHC FRET	p97 inhibitor	Runt-CBFb FRET	Furin inh	NCF1 inh	TbHK1 inh	RBBP9 inh	Calpain2 inh
CC1=C(C(=O)OCC2CCCO2)C(c2ccccc2OC(C)C)C2=C(CC(c3ccco3)CC2=O)N1 (stereo not drawn)	-10	103*	-6	43	-17[20 µM]	-17	-5	-11	i
C[C@H](NC(=O)c1nc[nH]c1C(=O)N[C@@H](Cc1ccccc1)C(=O)OC(C)(C)C)c1ccccc1	-3	2	0	-3	-20	.	-1	-9	20
Cc1ccc(NC(=O)Cc2nc(CSc3nnc(-c4ccc5c(c4)OCO5)o3)cs2)cc1	-10	-6	-2	-3	-20	-32	-7	0	-125
COc1ccccc1/C=C/C(=O)NCC(=O)N1CCC(N(C)C2CCCC2)CC1	-14	-4	3	.	-8	1	-15	-5	-11
COc1ccc(S(=O)(=O)N2CCCC(C(=O)NCc3ccccn3)C2)cc1Cl (stereo not drawn)	-20	-3	-5	-1	-4[20 µM]	-12	-2	-7	13
S=C(NCCc1ccccc1)NC1CC2CCC(C1)N2Cc1ccccc1 (stereo not drawn)	-3	39	-4	-2	-15	-1	17	-6	14
CCCCC(=O)NC(Nc1ccc(C)cn1)(C(=O)OCC)C(F)(F)F (stereo not drawn)	-2	1	-1	-2	-25	-9	2	-8	-13
Cc1cc(N2CCCCC2)n2ncc(-c3ccc(Cl)cc3)c2n1	-8	-4	8	-4	-12	-11	-6	8	-82
O=C(COC(=O)CCc1c[nH]c(=O)[nH]1)Nc1ccccc1Cl	-6	-1	6	1	-13[20 µM]	-8	-3	2	-35
CN=c1c([N+](=O)[O-])nn(-c2ccc3c(c2)OCCO3)n1O	-7	-7	-2	0	2	-8	7	-1	2
O=C1CC(/C=C/c2ccccn2)=Nc2ccccc2N1	-11	-6	4	-3	-17	-17	-27	-12	-39
Nc1cc(C(=O)O)ccc1Nc1ccc(F)c(F)c1	-9	2	1	10	-6[20 µM]	30*	7	3	-85
CC1CCN(C(=O)COc2ccccc2F)CC1	-17	4	-3	-2	-12	-13	-2	-9	2
CC(C)=CC(=O)Nc1ccc2c(c1)OCO2	-12	-3	-1	0	-28[20 µM]	-10	2	-3	13
O=C(N/N=C/c1ccccn1)C1CC1	-8	1	2	4	-9[20 µM]	-2	-2	-6	15

Remaining list, next part
SMILES	EBV gp42 inh	Runt-SMMHC FRET	p97 inhibitor	Runt-CBFb FRET	Furin inh	NCF1 inh	TbHK1 inh	RBBP9 inh	Calpain2 inh
COc1ccc(CN2CCN(C(=O)c3cc(OC)c(OC)c(OC)c3)CC2)cc1OC	-11	4	1	1	-12[20 µM]	-4	-4	2	-19
O=C(N/N=C/c1ccsc1)c1ccccn1	-2	-1	-16	1	-2	-1	-1	-4	16
CCOC(=O)c1c(C)n2c3c(cc(C)cc13)CCC2	7	-2	-6	-4	-17	-4	1	-4	-4
O=C(Nc1ccc(Cl)cc1)OCc1cn(-c2ccccc2)nn1	-5	2	-2	0	-17	-1	5	0	33
Cc1cc(NC(=O)C2CCCC2)nc2c1c(=O)oc1ccccc12	10	1	4	-2	-23[20 µM]	9	-9	-3	22
CCCN(CC(=O)Nc1ccc(C)cc1Br)CC(=O)Nc1ccc(F)c(F)c1F	13	-6	0	-6	-19	-10	-1	-9	12
Fc1ccc(-c2csc3[n+]2CCS3)cc1	4	5	4	-1	-1[20 µM]	-4	0	-2	-19
COc1cc(C(=O)Nc2nc(OC)c(-c3ccccc3)c(OC)n2)cc(OC)c1OC	4	2	4	-4	-16	-19	-3	-10	-51
Cc1nc(CNS(=O)(=O)c2ccccc2F)cs1	-8	-4	9	1	-12	4	-1	4	1
CN(CCC#N)C(=O)COC(=O)c1ccccc1C(=O)c1ccc(Cl)c([N+](=O)[O-])c1	-29	-1	1	-1	-16	1	-1	-3	-37
Cc1ccccc1-n1cc[nH]c1=S	-13	10	2	10	-29	-6	-6	-1	-10
